# From PubChem
# RMI FANCM FP – RMI-FANCM interaction inhibition; Fluorescence polarization, RMI core complex with F-MM2 peptide; stronger effect = lower value; FP signal (polarization) at 33 µM; 70,000 tested, 0.58% active; in the data active = FP signal below about 40; note: inactives centre near 61; strong numbers were not always called active; unit not given here
# * marks the source's active call; other numbers are inactive results; & = joins results of further samples.
SMILES,RMI FANCM FP
CC(=O)c1sc(-c2ccc(Cl)cc2)cc1NC(=O)CSc1ccc(Cl)cc1,66
COc1ccc(-c2noc(Cn3ccn4nc(-c5ccc(C)c(C)c5)cc4c3=O)n2)cc1OC,65
COC(=O)C(NC(=O)c1cccnc1Cl)C(C)C (stereo not drawn),65
O=C(N/N=C/c1ccco1)c1cc(C2CC2)[nH]n1,58
O=C(Nc1ccc(Cl)cc1-c1nc2ccccc2[nH]c1=O)c1ccccc1F,66
Cc1c(C(=O)Sc2ccc(F)cc2F)sc2nc(C(F)(F)F)nn12,52
Cc1ccccc1NC(=S)c1ccc2ccccc2n1,46
O=C(COc1ccc(F)cc1)Nc1ccc2c(c1)N(C(=O)C1CCCC1)CC2,71
CCCOC1(NS(=O)(=O)c2ccccc2)C(Cl)=C(Cl)C(=O)c2ccccc21 (stereo not drawn),31
O=C1CSc2nnc(-c3cccs3)n21,61
O=c1[nH]nc(SCCS(=O)(=O)c2ccc(F)cc2)n1-c1ccccc1,61
O=Cc1ncccc1O,56
CC(C)[C@H](N)C(=O)OCCOCn1cnc2c(=O)[nH]c(N)nc21,59
CCOC(=O)N1CCN(C(=O)CCN2C(=O)/C(=C/C=C/c3ccccc3)SC2=S)CC1,62
O=C(Nc1nc(-c2cccs2)c(C(=O)C(F)(F)F)s1)c1cc(-c2ccccc2)nc2ccccc12,19*
NS(=O)(=O)c1ccc(F)cc1Cl,52
C=CCC1CC=CC(C)N1 (stereo not drawn),69
O=C(NCCCn1nc(-c2ccc(F)cc2)ccc1=O)Nc1cc(Cl)ccc1Cl,67
COc1cc(C(=O)Nc2ccccc2-c2nc3ccccc3s2)cc(OC)c1OC,72
CC(=O)Nc1ccc(/C(N)=N\O)cc1,55
CN1C(CC(=O)c2ccccc2)CCCC1CC(O)c1ccccc1 (stereo not drawn),66
Cc1cc(NC(=O)C23CC4CCC(CC(C4)C2)C3)no1,64
Nc1ncnc(Nc2ccc(F)cc2F)c1[N+](=O)[O-],61
Cc1cccc(-n2ccnc2SCC(=O)Nc2ccc([N+](=O)[O-])cc2)c1C,60
CCSC(=Nc1ccccc1)Nc1ccccc1,62
SMILES,RMI FANCM FP
COc1cc(NC(=O)c2ccc(=O)n(C)n2)cc(OC)c1,61
COc1cccc(C(=O)Nc2nc(-c3ccccc3)cs2)c1,69&58
CS(=O)(=O)c1ccc(NC(=O)CCS(=O)(=O)c2ccc(F)cc2)cc1,62
N#Cc1cccc(C#N)c1Oc1ccc(S(=O)(=O)Oc2ccc(Cl)cc2)cc1,97
COC(=O)c1c(NC(=O)c2cccs2)sc2c1CCC(C)C2 (stereo not drawn),74
O=C(CN1C(=O)c2ccccc2C1=O)Nc1nnc(C2=COCCO2)o1,72
O=C(Cc1ccccc1)N(Cc1cccnc1)c1nc2cc3c(cc2s1)OCCO3,63
COc1cc(OC)cc(C(=O)NCCn2ncc3c(NCCc4ccccc4)ncnc32)c1,64
COc1ccc(NC(=S)NNC(=O)c2nc3ccccc3c(=O)[nH]2)cc1,58
Cn1c(=O)c2c(NCc3cccs3)ccnc2n(C)c1=O,66
O=[N+]([O-])c1ccc(-c2csc(CS(=O)(=O)Cc3cccc(C(F)(F)F)c3)n2)cc1,60
COC(=O)c1ccc(Cn2nc(C3CC3)c3cnn(-c4ccccc4C)c3c2=O)o1,66
O=C(CSc1ccccc1C(=O)O)Nc1ccccc1C(F)(F)F,60
O=C(NCCn1ncc2c(=O)n(Cc3cccc(Cl)c3)cnc21)c1ccc([N+](=O)[O-])o1,66
O=C(CSCCS(=O)(=O)c1ccc(Cl)cc1)NCc1ccccc1,51
CS(=O)(=O)c1ccc(Nc2nc(C(=O)NCC3CCCCC3)cs2)cc1,68
CN(C)CCCN(C(=O)c1ccc(S(=O)(=O)N2CCCc3ccccc32)cc1)c1nc2c(F)cc(F)cc2s1,122
O=C(NCc1cccnc1)c1cc2cc([N+](=O)[O-])ccc2oc1=O,60
COc1cc(C(=O)NCC2COc3ccccc3O2)cc(OC)c1OC (stereo not drawn),60
CS(=O)(=O)N1CCCC(C(=O)Nc2nnc(-c3ccco3)o2)C1 (stereo not drawn),64
COc1ccc(C)cc1NC(=O)NC1CC(=O)N(c2ccc(Cl)cc2)C1 (stereo not drawn),57
Cc1cccc(Cn2cnc3c(cnn3CCNC(=O)c3ccc(F)c(F)c3)c2=O)c1,70
COc1ccc(NC(=O)CC2SC(=N)NC2=O)c([N+](=O)[O-])c1 (stereo not drawn),64
Nc1nnc(-c2ccc(Br)cc2)o1,69
COc1ccccc1N1CCN(CCCCNS(=O)(=O)c2ccc(Cl)c(Cl)c2)CC1,66

# A different layout for part of the listing above.
COc1cc(NC(=O)c2ccc(=O)n(C)n2)cc(OC)c1
- RMI FANCM FP: 61

Cc1c(C(=O)Sc2ccc(F)cc2F)sc2nc(C(F)(F)F)nn12
- RMI FANCM FP: 52

# Further records follow:
SMILES,RMI FANCM FP
COc1ccc(-c2c(C#N)c(SCC(=O)c3ccc4c(c3)OCCO4)nc3c2C(=O)CC(C)(C)C3)cc1,164
CC(C)N1CCC(CNC(=O)C(=O)Nc2ccc(F)c(Cl)c2)CC1,79
CN(C)C=NC(=S)c1sccc1COc1ccc(Cl)cc1,49
COc1cccc(-c2ccc(SCC(=O)N3CCc4ccccc43)nn2)c1,59
CNC(=S)NNc1nc2sc3c(c2c(=O)[nH]1)CCCC3,59
COc1ccc2nc(-c3ccc(NS(=O)(=O)c4ccc5c(c4)CCCC5)cc3)cn2n1,77
O=C1CSC(=O)N1CCN1C(=O)CC(N2C(=O)/C(=C/C=C/c3ccccc3)SC2=S)C1=O (stereo not drawn),61
O=C(COc1ccc(Cl)cc1)Nc1ccc(-c2cn3cccnc3n2)cc1,76
CCCNC(=O)CCCCn1c(=O)c2ccccc2n(CC(=O)Nc2ccc3c(c2)OCCO3)c1=O,65
COCCN1CCC(CNS(=O)(=O)c2ccc(C(C)(C)C)cc2)CC1,77
Cc1ccc(N(C)S(=O)(=O)c2ccsc2-c2nc(-c3ccccc3Cl)no2)cc1,75
Cc1ccc(Cl)cc1NC(N)=O,60
CCOC(=O)c1c(-c2ccc(C)o2)csc1NC(=O)c1ccco1,85
C/C(=N/OC(=O)c1ccc(Cl)cc1)c1ccc(F)cc1,53
COc1ccc(-c2csc(NC(=O)c3cccc(C(=O)Nc4nc(-c5ccc(OC)cc5OC)cs4)n3)n2)c(OC)c1,62
COC(=O)/C=C/C(C)=C/C=C/C(C)=C/C=C/C=C(C)/C=C/C=C(C)/C=C/C(=O)O,57
Cc1c(Cc2ccc3c(c2)OCO3)sc(NC(=O)c2cc3cc([N+](=O)[O-])ccc3s2)c1C#N,56
COc1ccc(CC(=O)Oc2c(S(=O)(=O)c3ccc(C)cc3)c(C)nn2-c2ccccc2)cc1OC,60
Cc1[nH]c2ccccc2c1SCC(=O)N1CCCc2ccccc21,61
Cc1ccnc(NC(c2ccc3c(c2)OCO3)c2ccc3cccnc3c2O)c1 (stereo not drawn),66
Cc1cc(OCC(O)COc2ccc(Cl)c(C)c2)ccc1Cl,62
COc1ccc(/C=C/C(=O)NC(C)c2ccccc2)cc1Br (stereo not drawn),76
FC(F)(F)c1ccncc1-c1ncc(-c2ccccc2)o1,56
Cc1nc(C)n(C(=O)N(c2ccccc2)c2ccccc2)n1,59
CC(=O)N/C(=C\c1sc2ccccc2c1C)C(=O)O,64

# As a short view, some entries already given:
SMILES,RMI FANCM FP
COc1ccc(-c2c(C#N)c(SCC(=O)c3ccc4c(c3)OCCO4)nc3c2C(=O)CC(C)(C)C3)cc1,164
CC(C)N1CCC(CNC(=O)C(=O)Nc2ccc(F)c(Cl)c2)CC1,79
CN(C)C=NC(=S)c1sccc1COc1ccc(Cl)cc1,49
COc1cccc(-c2ccc(SCC(=O)N3CCc4ccccc43)nn2)c1,59
CNC(=S)NNc1nc2sc3c(c2c(=O)[nH]1)CCCC3,59
COc1ccc2nc(-c3ccc(NS(=O)(=O)c4ccc5c(c4)CCCC5)cc3)cn2n1,77

# (list continues)
SMILES,RMI FANCM FP
Cc1c(N(C)C)c(=O)n(-c2ccccc2)n1C,54
Cc1ccc2cc(CCNC(=S)Nc3ccc([N+](=O)[O-])cc3)c(=O)[nH]c2c1C,56
CCCCNC(=O)Nc1cc(C(C)(C)C)nn1C,54
CC(C)CNC(=O)CCCCn1c(=O)c2ccccc2n(CC(=O)NCc2ccccc2)c1=O,66
CCC(=O)N1CCN(Cc2nc(C)cs2)CC1,60
O=C1C2C3c4ccccc4C(c4ccccc43)C2C(=O)N1Cc1ccccc1 (stereo not drawn),63
COc1ccc(CC(=O)NC(=S)Nc2ccc(S(=O)(=O)Nc3nc(C)cc(C)n3)cc2)cc1,59
O=C(Oc1coc(CSc2nnc(NC(=O)C3CC3)s2)cc1=O)c1cc2ccccc2oc1=O,53
O=[N+]([O-])c1ccc2c(c1)CN(S(=O)(=O)c1cccs1)CC2,72
CC(C)=C1SC(N2CCN(c3cccc(C(F)(F)F)c3)CC2)=NC1=O,53
CCCNC[C@H](O)COc1ccccc1C(=O)CCc1ccccc1,59
O=C(NCCn1nc(-c2cccs2)ccc1=O)C(F)(F)F,55
O=C(CSc1ncnc2c1nnn2-c1cccc(Cl)c1)c1ccccc1,64
CC1(C)C(C=C(Cl)Cl)C1C(=O)Nc1ccc(N=Nc2ccccc2)cc1 (stereo not drawn),58
NNC(=O)CSc1ccnc2cc(Cl)ccc12,62
O=C(NCCSCc1c(F)cccc1Cl)c1ccc2nccnc2c1,54
O=C(c1ccc(Cl)s1)N(CCCn1ccnc1)c1nc2c(F)cccc2s1,61
CSc1ccc2nc(NC(=O)CS(=O)(=O)c3ccc(F)cc3)sc2c1,57
COc1ccc(C(F)(F)F)cc1NC(=O)CSc1ccc(NC(=O)C2CC2)nn1,87
O=C(c1ccccc1)c1cc(Cl)ccc1N1C(=O)C=CC1=O,56
O=C(CCS(=O)(=O)c1ccc(F)cc1)Nc1cccc(Cl)c1Cl,67
O=C(Nc1ccccc1)N(Cc1ccccc1)c1nc2ccccc2s1,61
COc1ccc(C(=O)Oc2ccc3nc(N4CCN(C)CC4)sc3c2)cc1,61
CC(C)(C)n1ncc2c(=O)n(CCC(=O)N3CCN(C(=O)c4ccco4)CC3)cnc21,74
CC1=CC(=O)C(C(C)C)=C/C1=C(\c1cc(C(C)C)c(O)cc1C)c1ccccc1S(=O)(=O)O,57
SMILES,RMI FANCM FP
O=C(O)c1cc(-c2ccco2)nc2cc3ccccc3cc12,52
Cn1c2[n+](c3ccccc3c1=O)Cc1ccccc1-2,61
COc1ccc(-c2nc(Cn3nnc(C(=O)Nc4cccc(C)c4C)c3C)c(C)o2)c(OC)c1,64
C=CCn1c(=NC(=O)/C=C\c2cc(OC)c(OC)c(OC)c2)sc2cc(S(C)(=O)=O)ccc21,72
Nc1nc2ccc([N+](=O)[O-])cc2s1,51
NCC(=O)Nc1ccc(Br)cc1,60
COc1ccc(Cl)cc1NC(=O)NCC(c1ccsc1)N(C)C (stereo not drawn),74
O=S(=O)(Nc1cccnc1)c1cc(Cl)sc1Cl,64
COc1ccc(C(=O)Nc2ccc3c(c2)CN(C(=O)c2ccccc2)CC3)c(OC)c1OC,68
COC(=O)c1ccccc1C(=O)N(CC1CCCO1)c1nc2c(F)cccc2s1 (stereo not drawn),68
CCS(=O)(=O)c1ccc(C(=O)Nc2ccc(SC)cc2)cc1,64
O=[N+]([O-])c1ccc2nc(CCc3nc4ccc([N+](=O)[O-])cc4s3)sc2c1,80
Cc1ccccc1-c1noc(-c2cn[nH]c2-c2ccccc2)n1,89
Cn1c(=O)c2nc(SCC(=O)Nc3cc(C(F)(F)F)cc(C(F)(F)F)c3)n(C)c2n(C)c1=O,52
COc1ccc2nc(-c3ccc(F)c(NC(=O)c4c(F)cccc4Cl)c3)cn2n1,94
N#Cc1cn(Cc2ccco2)c(=O)[nH]c1=O,55
O=C(Cn1ccn2nc(-c3ccc(Cl)cc3)cc2c1=O)N1CCC(Cc2ccccc2)CC1,68
O=C(CSc1nnc2ccc3ccccc3n12)c1ccc(Cl)c(Cl)c1,83
CCc1cc2c(SCC(=O)c3ccc(Cl)s3)ncnc2s1,68
C#CCSc1nc(N)c(NC(=O)c2cccc([N+](=O)[O-])c2C)c(=O)[nH]1,69
O=C(COc1ccccc1)N1CCCC(c2nnc(-c3cccs3)o2)C1 (stereo not drawn),62
CCOc1ccc(NC(=O)CCc2ccc(C)o2)cc1,61
CN1CCc2ccccc2Cc2[nH]c3ccccc3c2CC1,51
COc1ccc(CC(=O)NCCOc2cc(C)cc(C)c2)cc1OC,61
Cc1cc(Cl)ccc1NNC(N)=S,62

# Gathered by group: those above with a cyano group (four)
SMILES,RMI FANCM FP
N#Cc1cccc(C#N)c1Oc1ccc(S(=O)(=O)Oc2ccc(Cl)cc2)cc1,97
COc1ccc(-c2c(C#N)c(SCC(=O)c3ccc4c(c3)OCCO4)nc3c2C(=O)CC(C)(C)C3)cc1,164
Cc1c(Cc2ccc3c(c2)OCO3)sc(NC(=O)c2cc3cc([N+](=O)[O-])ccc3s2)c1C#N,56
N#Cc1cn(Cc2ccco2)c(=O)[nH]c1=O,55

# Next section:
SMILES,RMI FANCM FP
CC1=C(C)CC(C(=O)Nc2cccc(-c3nn(C)cc3Br)c2)C(C(=O)O)C1 (stereo not drawn),54
Cn1c(=O)c2c(SCC(=O)N3CCOCC3)nc(-c3ccccc3Cl)nc2n(C)c1=O,71
CCCN1CCCc2cc(CCNC(=O)c3c(F)cccc3F)ccc21,59
CC(c1ccccc1)n1c(CCNC(=O)c2ccco2)nc2ccccc21 (stereo not drawn),64
CC1(C)OCC(C2OC(=O)C(O)=C2O)O1 (stereo not drawn),59
CCOC(=O)NC(=O)c1cn(CCc2ccncc2)c(=O)[nH]c1=O,55
COC(=O)c1c(C)nn(C(C)=O)c1COc1ccccc1,58
CCOC(=O)c1c(N=C2S/C(=C/C(=O)OC)C(=O)N2c2ccccc2)sc(C)c1C,56
Cc1nc2c(=O)[nH]nc(-c3ccc(Cl)cc3)c2s1,69
O=C(c1ccc(N2CCOCC2)nc1)N1CCOCC1,62
CC1(C)CC(=O)c2sc(NC(=O)COc3ccccc3)nc2C1,71

# A portion of the library. The share of hits here may be higher or lower than overall.
